High-throughput results from PubChem BioAssay.
ERb SRC1 inh: inhibitors of ERβ-SRC1 coactivator interaction, primary screen, biochemical, TR-FRET, ERβ LBD, SRC-1 peptide | TR-FRET ER-beta LBD / SRC1-Cy5 peptide binding; receptor agonist-loaded with 1 µM estradiol | inhibition, % at 25.6 µM | Estrogen receptor beta (Homo sapiens), Q92731 | 86,000 compounds, 1.3% hits;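 active means compounds whose percent inhibition of the receptor-coactivator binding signal exceeds about 50% in the single-dose screen, limit read from the data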;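 further: 0% = receptor plus peptide wells without compound and 100% = peptide-only wells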
E coli WT exp: growth inhibitors of wild-type E. coli, primary screen, strain BW25113, expanded library, OD600 | 98,000 compounds, 0.15% hits | growth inhibition, % at 100 µM | OD600 absorbance;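 active means growth inhibition above about 50% at one test dose, limit read from the data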;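 further: growth measured after 20 h incubation at 37 °C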
ERa SRC1 pot: enhancers of ERα–SRC-1 coactivator binding, primary screen, biochemical, TR-FRET, ERα LBD, low estradiol; 86,000 compounds, 1.3% hits; coactivator binding (% of control), % at 25.6 µM; Estrogen receptor (Homo sapiens), P03372; TR-FRET ERalpha-LBD/SRC-Cy5 coactivator binding, 2 h; 100 = basal binding, no effect; in the data active means activity above about 200%;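 further: binding measured in presence of low estradiol as agonist stimulus; 0% = peptide alone without receptor and 100% = receptor with peptide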
Mac1 fbg enh: enhancers of CD11b/CD18 adhesion to fibrinogen, primary screen, K562 cells, luminescence; Integrin beta-2 (Homo sapiens) + Integrin alpha-M (Homo sapiens), P05107+P11215; ATPlite luminescence; activation, % at 10 µM; 93,000 compounds, 0.07% hits;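 active means 10 µM primary screen giving 50% or more activity, confirmed by 40% or more on retest at that dose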; further: strong numbers were not always called active; reference of the scale not given here
Target sequence (P05107 whole entry, looked up, other chains not shown): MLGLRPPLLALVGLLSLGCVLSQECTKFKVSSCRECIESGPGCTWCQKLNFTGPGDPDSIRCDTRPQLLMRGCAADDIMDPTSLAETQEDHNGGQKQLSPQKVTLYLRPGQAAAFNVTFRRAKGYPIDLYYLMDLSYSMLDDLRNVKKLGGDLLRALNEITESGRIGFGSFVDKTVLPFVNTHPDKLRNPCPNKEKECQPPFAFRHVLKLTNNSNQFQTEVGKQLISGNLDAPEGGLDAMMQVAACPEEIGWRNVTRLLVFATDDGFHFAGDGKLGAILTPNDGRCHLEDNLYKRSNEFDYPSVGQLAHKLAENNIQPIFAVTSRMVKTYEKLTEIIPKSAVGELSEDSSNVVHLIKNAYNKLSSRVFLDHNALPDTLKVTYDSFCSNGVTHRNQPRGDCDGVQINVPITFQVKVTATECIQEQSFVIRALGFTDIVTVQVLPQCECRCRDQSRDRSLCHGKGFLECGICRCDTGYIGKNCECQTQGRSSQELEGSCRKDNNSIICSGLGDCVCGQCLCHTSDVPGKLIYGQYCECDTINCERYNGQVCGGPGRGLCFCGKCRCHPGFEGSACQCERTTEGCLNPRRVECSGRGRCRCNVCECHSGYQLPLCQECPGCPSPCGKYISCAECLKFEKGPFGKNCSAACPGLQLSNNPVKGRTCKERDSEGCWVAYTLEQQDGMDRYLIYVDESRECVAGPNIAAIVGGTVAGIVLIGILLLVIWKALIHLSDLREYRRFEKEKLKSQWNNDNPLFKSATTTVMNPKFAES
PLAP act: PLAP enzyme activators, biochemical, luminescence, HTS; Alkaline phosphatase, placental type (Homo sapiens), P05187; purified PLAP enzyme, luminescent substrate read-out; stronger effect = higher value; activation fold at 20 µM; 96,000 compounds, 1.2% hits; in the data active means activation fold above about 2
MT1-MMP txn act: MT1-MMP promoter reporter activation – cell-based, luciferase luminescence, primary screen. HT1080 MT1-MMP promoter luciferase reporter, overnight; stronger effect = higher value. activation factor at 10 µM. 86,000 compounds, 0.16% hits;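 active means activation factor of at least 2 for MT1-MMP transcription at 10 µM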
FAK blocker: FAK kinase inhibitors, primary screen, biochemical; inhibition, %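 (tested at 7 µM)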; biochemical FAK kinase activity assay; AID 727, 2007; 97,000 compounds, 0.84% hits; in the data active means inhibition above about 19%;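 further: 0% = DMSO and 100% = reference compound high control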
CD11b adhes inh: inhibitors of CD11b/CD18 adhesion to fibrinogen, primary screen, K562 cells, luminescence. Integrin beta-2 (Homo sapiens) + Integrin alpha-M (Homo sapiens), P05107+P11215. 93,000 compounds, 0.54% hits. ATPlite luminescence; Mn2+ added to activate the integrin. inhibition, % at 10 µM. AID 1497, 2009;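 active means primary inhibition of 50% or more at 10 µM, then 40% or more on retest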; further: some results filed as inactive read as strong as hits
ERa SRC1 inh: ERα–SRC-1 coactivator interaction inhibitors, primary screen, biochemical, TR-FRET, ERα LBD, estradiol-bound; Estrogen receptor (Homo sapiens), P03372; TR-FRET ER-alpha LBD / SRC-1 peptide; inhibition, % at 25.6 µM; 86,000 compounds, 1.7% hits; AID 629, 2007; in the data active means inhibition above about 50%;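 further: 0% = receptor plus peptide control and 100% = peptide only without receptor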
Numbers without * were called inactive; · = not tested or not shown; [ ] = another dose, or the depositor's remark.

SMILES | ERb SRC1 inh | E coli WT exp | ERa SRC1 pot | Mac1 fbg enh | PLAP act | MT1-MMP txn act | FAK blocker | CD11b adhes inh | ERa SRC1 inh
CCN(CC(=O)Nc1cccc(Br)c1)Cc1nc2ccccc2c(=O)[nH]1 | · | 1 | · | -2 | 0.9 | · | -1 | 17 | ·
CCN(CC)S(=O)(=O)c1ccc(C(=O)Nc2ccc3c(c2)OCCO3)cc1 | -1 | -2 | 104 | 0 | 0.7 | 1.1 | · | 3 | -6
Cn1cc(C(=O)NCC2COc3ccccc3O2)c(=O)c2cc(S(=O)(=O)N3CCCCC3)ccc21 (stereo unspecified) | 10 | -10 | 82 | -3 | 1.3 | 1.3 | -1 | -4 | 8[fluorescence artefact?]
Cc1ccc2ncc(NC(=O)c3ccc(F)cc3)c(=O)n2c1 | 0 | 7 | 107[fluorescence artefact?] | 3 | 0.8 | · | -1 | -40 | 2
Nc1nnc(-c2ccc(F)cc2)s1 | · | 14 | · | · | 0.9 | 1.1 | 0 | · | ·
Oc1ccccc1-c1cc(-c2cccc(F)c2)n[nH]1 | 1 | 24 | 88 | 0 | 1.3 | 1.7 | 2 | 2 | 0
O=C1N(O)C2(C=CCCC2)/C(=N\O)C12CCCCC2 (stereo unspecified) | 2[fluorescence artefact?] | 7 | 109 | -1 | 0.8 | 1.1 | -2 | -8 | 2[fluorescence artefact?]
COc1cccc(/C=N/NC(=O)c2cccc([N+](=O)[O-])c2)c1OS(=O)(=O)c1ccccc1 | · | -7 | · | -3 | 0.9 | · | -2 | 3 | ·
COc1ccc(CN(Cc2ccco2)S(=O)(=O)c2ccc(S(=O)(=O)N3CCCC3)cc2)cc1 | -1 | -10 | 99[fluorescence artefact?] | -4 | 0.8 | 1 | 0 | -17 | -1
CNCc1cc2ccc(C)cc2[nH]c1=O | -2 | 0 | 113[fluorescence artefact?] | 0 | 0.8 | 1 | 1 | -13 | 3
COc1ccc(Cl)cc1N(C)C(=O)CCc1nc(-c2ccc(C)cc2)no1 | 0 | -24 | 90 | -2 | 1.6 | 1.1 | -3 | 1 | -6
CCCc1nc2c(C)cc(C)cc2c(N)c1CC | · | 5 | · | -4 | 0.4 | · | -2 | 4 | ·
O=C(COc1ccc(=O)n(-c2ccccc2)n1)Nc1ccccc1 | -7[fluorescence artefact?] | -3 | 121[fluorescence artefact?] | -3 | 0.9 | 1.1 | -2 | -8 | -3
O=c1c(Cc2ccc(Cl)cc2)c(O)ccn1Cc1cccc(Cl)c1 | · | -2 | · | -4 | 0.9 | · | 12 | -16 | ·
COCCn1c(SCC(=O)NCc2ccco2)nnc1C(C)C | -18[fluorescence artefact?] | · | 110 | · | · | 1.2 | 3 | · | -27
COc1ccc(NS(=O)(=O)c2ccc(N)c(C(=O)O)c2)cc1 | 19[fluorescence artefact?] | 3 | 69 | 1 | 1.1 | 1.1 | 0 | -5 | 57*[fluorescence artefact?]
CN1CCc2c(sc3c2c(=O)n(-c2cccc(Cl)c2)c2nncn32)C1 | 1 | · | 89 | · | · | 1 | 0 | · | -11
CC(C)CC(C(=O)Nc1oc(-c2ccccc2)c(-c2ccccc2)c1C#N)N1C(=O)c2ccccc2C1=O (stereo unspecified) | -7 | · | 96 | · | · | 1.3 | 2 | · | 0
CCOc1ccc(NS(=O)(=O)N(C)C)cc1 | -10[fluorescence artefact?] | 2 | 108 | 1 | 1.2 | 1.1 | 2 | -14 | -33
CCc1nnc2sc(-c3ccc(NC(=O)c4ccco4)cc3)nn12 | 3 | -7 | 104 | · | 0.9 | 1.2 | 8 | · | 9

SMILES | ERb SRC1 inh | E coli WT exp | ERa SRC1 pot | Mac1 fbg enh | PLAP act | MT1-MMP txn act | FAK blocker | CD11b adhes inh | ERa SRC1 inh
O=C1CN2C(=Nc3ccc(Br)cc3C2c2ccccc2)CCN1 (stereo unspecified) | 6[fluorescence artefact?] | 10 | 97 | 2 | 1.2 | 1.2 | -1 | 0 | 1[fluorescence artefact?]
CCC(=O)Nc1nonc1-c1nc2ccccc2n1Cc1ccc(Cl)c(Cl)c1 | 51*[fluorescence artefact?] | · | 109 | · | · | 1 | · | · | 58*[fluorescence artefact?]
Cc1nc2c([nH]c3ccc(Br)cc32)s1 | -1 | -9 | 95 | 1 | 1 | 1.2 | 6 | 5 | -42
CCOC(=O)c1nn(-c2ccccc2C)c2nc(CC(C)C)c(C#N)c(=O)n12 | -5[fluorescence artefact?] | · | 92 | · | · | 1.1 | -1 | · | 1
O=C(CCCN1C(=O)c2ccccc2C1=O)NCc1ccco1 | -13 | · | 110 | · | · | 1.1 | 2 | · | -14
COc1ccc(CCNC(=O)c2noc3c2CCCC3)cc1OC | 11[fluorescence artefact?] | -4 | 102 | -6 | 1.1 | 1 | · | -15 | -3[fluorescence artefact?]
COc1ccc(C2OC(=O)CC2C(=O)NC2CCCC(C)C2C)cc1OC (stereo unspecified) | 1 | -4 | 105 | -2 | 1.3 | 1.1 | -2 | 4 | 1
CC1(C)CC(=O)c2sc(NC(=O)C3COc4ccccc4O3)nc2C1 (stereo unspecified) | 1 | -3 | 103 | 7 | 1.2 | · | -8 | 11 | -4
O=C(OC1CCOC1=O)c1ccc2ncsc2c1 (stereo unspecified) | 5 | 3 | 116[fluorescence artefact?] | · | · | 1.1 | · | · | -4
CC(NC(=O)CN1CCN(c2ncccn2)CC1)c1ccc(F)cc1 (stereo unspecified) | -10 | 4 | 104 | -1 | 0.9 | 1.1 | -3 | -1 | 0
COc1cc(NC(=O)c2cc(-c3cccs3)on2)cc(OC)c1OC | 1[fluorescence artefact?] | -7 | 105 | -4 | 1 | 1.1 | 1 | 4 | 7[fluorescence artefact?]
CCn1c(SCC(=O)c2ccc(Cl)cc2)nnc1-c1ccoc1C | 4 | 11 | 88[fluorescence artefact?] | · | 1 | 1.1 | 0 | · | 2
O=C(C(Cc1ccccc1)n1cccc1)N1CCN(C2CCCCC2)CC1 (stereo unspecified) | -11[fluorescence artefact?] | 6 | 107 | 3 | 1.5 | 1.1 | -3 | -3 | 1
COc1ccc(CNC(=O)C(C)NC(=O)c2cc3ccccc3o2)cc1 (stereo unspecified) | -17 | 0 | 106 | -2 | 1 | 1.1 | 3 | -27 | -19
CCOC(=O)N1CCN(C(=O)c2ccc(C)c(S(=O)(=O)Nc3cccc(C)c3C)c2)CC1 | -1 | 5 | 87 | -1 | 1.6 | 0.9 | 0 | 21 | -4
CCCC1O[C@@H]2CC3C4CCC5=CC(=O)C=C[C@]5(C)C4C(OC(C)=O)C[C@]3(C)[C@]2(C(=O)COC(C)=O)O1 (stereo partly specified) | -3 | -6 | 99 | · | · | 1.2 | -1 | · | -5
CCOc1ccc(Cc2nc(C)c(CC(=O)N3CCCCC3)c(=O)[nH]2)cc1 | 8[fluorescence artefact?] | -13 | 93 | 0 | 1.1 | 1.2 | -6 | 2 | -2
COc1ccc(-n2cnnc2SCC(=O)N2CCN(c3ccccc3)CC2)cc1 | -15 | 6 | 74 | -1 | 0.9 | · | 1 | 0 | -6
NC(=O)CSc1nc2c(sc3ccccc32)c(=O)n1CCCN1CCOCC1 | 46 | 4 | 81 | -2 | 1.2 | 1.2 | -5 | -4 | 22
O=C(NCC1CCCO1)c1cc2c(s1)CS(=O)(=O)C2 (stereo unspecified) | 8 | -1 | 106 | 0 | 1.2 | 1 | · | -1 | 2

Pulled by structure from the entries so far:
SMILES | ERb SRC1 inh | E coli WT exp | ERa SRC1 pot | Mac1 fbg enh | PLAP act | MT1-MMP txn act | FAK blocker | CD11b adhes inh | ERa SRC1 inh
COc1ccc(C2OC(=O)CC2C(=O)NC2CCCC(C)C2C)cc1OC (stereo unspecified) | 1 | -4 | 105 | -2 | 1.3 | 1.1 | -2 | 4 | 1
Cc1ccc2ncc(NC(=O)c3ccc(F)cc3)c(=O)n2c1 | 0 | 7 | 107[fluorescence artefact?] | 3 | 0.8 | · | -1 | -40 | 2
CCOC(=O)N1CCN(C(=O)c2ccc(C)c(S(=O)(=O)Nc3cccc(C)c3C)c2)CC1 | -1 | 5 | 87 | -1 | 1.6 | 0.9 | 0 | 21 | -4
Oc1ccccc1-c1cc(-c2cccc(F)c2)n[nH]1 | 1 | 24 | 88 | 0 | 1.3 | 1.7 | 2 | 2 | 0

(more compounds)
SMILES | ERb SRC1 inh | E coli WT exp | ERa SRC1 pot | Mac1 fbg enh | PLAP act | MT1-MMP txn act | FAK blocker | CD11b adhes inh | ERa SRC1 inh
COc1cc(C(=O)NCc2cccc3ccccc23)cc(Cl)c1OC | · | -18 | · | -1 | 0.9 | · | 7 | 2 | ·
CC1(C)CC(=O)C(C2C3=C(CC(C)(C)CC3=O)Oc3ccccc32)=C(O)C1 (stereo unspecified) | -5 | 6 | 113 | -2 | 1.7 | 1 | 0 | 13 | 3
N#C/C(=C1/CCCN1)c1ccccn1 | · | 3 | · | -1 | 0.8 | · | 0 | -1 | ·
CCOC(=O)n1c(=O)oc2cc(S(=O)(=O)N3CCCCC3)ccc21 | -5[fluorescence artefact?] | -1 | 91[fluorescence artefact?] | · | · | 1 | 0 | · | -16
Cc1ccc(NC(=O)CC2COc3ccccc3O2)cc1 (stereo unspecified) | -5 | 20 | 97 | · | 1 | 1.3 | -1 | · | -1
CC(C)OC(=O)CN1C(=O)C(=O)c2ccccc21 | -2 | · | 103 | · | · | 1.3 | -2 | · | -8
COCCNC(=O)C(C)OC(=O)c1cc2occc2n1C (stereo unspecified) | 26[fluorescence artefact?] | 3 | 102 | 5 | 1.1 | 1.1 | -1 | 7 | 10
CC(=O)Nc1ccc(Sc2ncccc2C(=O)Nc2ccc(OC(F)(F)F)cc2)cn1 | · | 1 | · | -1 | 1.1 | · | 14 | -2 | ·
Cn1c(=O)c2[nH]c(-c3ccccc3)nc2n(C)c1=O | -6 | · | 111 | · | · | 0.9 | · | · | -7
CCCCCCC(=O)N(O)C1CC(=O)N(c2ccc(Br)cc2)C1=O (stereo unspecified) | 1[fluorescence artefact?] | 14 | 86 | -4 | 1.5 | 1.1 | 0 | 3 | 4
Cc1sc2ncnc(SC(C)C#N)c2c1C (stereo unspecified) | -2 | -8 | 93 | · | · | 1.3 | 8 | · | 6
CCOc1cc(S(=O)(=O)NC2CCCC2)ccc1Cl | -9 | 11 | 102 | -3 | 1 | 1.1 | 3 | 7 | 5
CCOc1ccccc1NC(=O)c1ccc(F)c(S(=O)(=O)N2CCC3(CC2)OCCO3)c1 | -6 | 4 | 124[fluorescence artefact?] | 0 | 1 | 1.2 | 5 | -2 | 12
CCCOC(=O)C1C2C=CC(C3CC23)C1C(=O)OCC(=O)c1ccccc1 (stereo unspecified) | · | -8 | · | 4 | 1.3 | · | 0 | -9 | ·
CC(=O)N1CCC(N(CCCOC(C)C)C(=O)Nc2ccc(C)c(C)c2)CC1 | 6[fluorescence artefact?] | 5 | 110 | -4 | 1.3 | 1.1 | 1 | 7 | -13
COc1ccc(NC(=O)c2sccc2SCC#N)cc1 | · | 4 | · | 6 | 0.9 | · | -6 | -5 | ·
COc1cc(S(=O)(=O)N(Cc2cccnc2)Cc2ccco2)ccc1-n1cnnn1 | 11 | 7 | 90[fluorescence artefact?] | 1 | 1 | 1.1 | · | -6 | 20[fluorescence artefact?]
Cc1ccc(-c2nc(SCC(=O)N(C)C3CCS(=O)(=O)C3)[nH]c2-c2ccc(C)cc2)cc1 (stereo unspecified) | · | 1 | · | -5 | 1.7 | · | 4 | 2 | ·
